UPR XBP1 act = adaptive UPR (XBP1) activation; CHO-XBP1 luciferase reporter, IRE1-XBP1 UPR activation, luminescence; percent of tunicamycin response, DMSO as zero; activation, % at 20 µM; 330,000 compounds, 0.33% hits;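 active means versus positive control, 20 µM dose yields 30% or more activation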;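 further: 100% = tunicamycin at 10 µg/mL and 0% = DMSO only wells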
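Assay system: CHO-XBP1 luciferase reporter cells; Schedule: 6 h treatment, 37 °C; Detection: glow luminescence from Steady-Glo reagent; Benchmarks: high control tunicamycin 10 µg/mL final, low control DMSO vehicle only.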
Mdm2 MdmX PPI = inhibitors of human Mdm2/MdmX interaction; O15151+Q00987; AID 485346; SaOS-2 split-luciferase Mdm2/MdmX complementation, luminescence; 330,000 compounds, 3% hits; inhibition, % at 8 µM;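 active means inhibition of at least 50% at 8 µM in the primary screen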
Target sequence (O15151 whole entry, looked up): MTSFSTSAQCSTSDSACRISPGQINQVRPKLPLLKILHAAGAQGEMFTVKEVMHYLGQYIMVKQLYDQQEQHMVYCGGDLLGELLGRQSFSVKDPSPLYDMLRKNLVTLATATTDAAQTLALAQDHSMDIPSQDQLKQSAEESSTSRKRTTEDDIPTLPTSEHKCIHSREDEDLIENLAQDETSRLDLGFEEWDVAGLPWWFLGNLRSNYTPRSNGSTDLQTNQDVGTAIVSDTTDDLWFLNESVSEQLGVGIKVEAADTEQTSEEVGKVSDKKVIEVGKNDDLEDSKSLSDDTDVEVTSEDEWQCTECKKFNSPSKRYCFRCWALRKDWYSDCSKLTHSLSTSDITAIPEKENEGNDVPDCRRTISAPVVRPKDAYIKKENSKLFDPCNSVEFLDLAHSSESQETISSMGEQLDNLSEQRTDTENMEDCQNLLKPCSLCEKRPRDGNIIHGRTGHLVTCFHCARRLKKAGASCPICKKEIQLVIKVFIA
Target sequence (Q00987 whole entry, looked up): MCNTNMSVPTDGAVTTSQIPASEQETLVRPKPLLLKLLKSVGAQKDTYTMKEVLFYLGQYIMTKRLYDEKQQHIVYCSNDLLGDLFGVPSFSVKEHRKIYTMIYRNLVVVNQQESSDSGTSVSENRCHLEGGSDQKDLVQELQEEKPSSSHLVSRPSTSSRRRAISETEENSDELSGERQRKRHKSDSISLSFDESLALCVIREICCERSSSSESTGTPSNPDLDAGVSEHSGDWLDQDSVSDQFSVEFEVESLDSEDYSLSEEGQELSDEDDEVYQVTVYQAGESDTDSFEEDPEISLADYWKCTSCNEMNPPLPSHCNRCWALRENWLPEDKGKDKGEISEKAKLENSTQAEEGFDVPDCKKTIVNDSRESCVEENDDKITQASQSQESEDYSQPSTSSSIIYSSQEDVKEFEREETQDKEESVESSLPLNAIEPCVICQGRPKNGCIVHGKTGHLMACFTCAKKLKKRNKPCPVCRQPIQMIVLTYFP
UPR CHOP act = activators of apoptotic arm of unfolded protein response (CHOP); 330,000 compounds, 0.34% hits; CHO-CHOP luciferase reporter, UPR activation, luminescence; percent of tunicamycin response over DMSO baseline; activation, % at 10 µM; AID 449763;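 active means at 10 µM dose, activation of 40% or more, normalized to positive control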;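 further: 100% = tunicamycin at 10 µg/mL and 0% = DMSO alone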
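Assay system: CHO cells with stable CHOP pathway luciferase reporter; Buffer or medium: F12 plus 10% serum; Times: 16-18 h cell attachment, then 6 h compound exposure, 37 °C; Signal: luciferase luminescence; Read-out basis: percent activation relative to tunicamycin control; Control set: tunicamycin high control, DMSO low control.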
APJ antagonist = APJ receptor antagonism; 330,000 compounds, 0.32% hits; inhibition, % at 20 µM; CHO-K1 APJ beta-arrestin complementation, luminescence; P35414;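 active means inhibition above about 40% at 20 µM, limit read from the data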;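 further: cells challenged with 10 nM apelin-13 agonist together with compound; plate controls were apelin-13 plus DMSO wells for no effect and DMSO wells lacking apelin-13 for full effect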
tim23-1 inh = growth inhibitors of tim23-1 mutant yeast; S. cerevisiae tim23-1 growth, BacTiter-Glo luminescence, 24 h; inhibition, % at 20 µM; 330,000 compounds, 1.3% hits; AID 463212;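 active means growth inhibition of the mutant yeast at or above 50%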;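 further: temperature-sensitive mutant grown at 25 °C; plate controls were DMSO-treated mutant yeast for no effect and medium wells lacking yeast for full effect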
Jurkat NFkB inh = lowers PMA/ionomycin-induced NF-kB signal in Jurkat cells; PMA/ionomycin-induced NF-kB luciferase reporter, luminescence; AID 435003; 330,000 compounds, 0.53% hits; inhibition, % at 4 µM; in the data active means inhibition above about 50%
697 NFkB inh = lowers PMA/ionomycin-induced NF-kB signal in 697 B cells; 697 B-cell NF-kB luciferase reporter, 16 h; inhibition, % at 4 µM; 330,000 compounds, 0.33% hits; AID 435022; in the data active means inhibition above about 35%
APJ ag = agonists of human APJ apelin receptor | activation, % at 20 µM | AID 2520 | P35414 | CHO-K1 APJ PathHunter beta-arrestin, luminescence; 0% DMSO wells, 100% apelin | 330,000 compounds, 0.11% hits;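 active means activation more than six SD over the plate average, tested at 20 µM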;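 further: 0% = DMSO alone and 100% = apelin-13 at 10 nM; some results filed as inactive read as strong as hits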
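Assay system: engineered CHO-K1 APJ arrestin reporter cells; Amount: 1000 CHO-K1 reporter cells seeded per well; Dosing: one dose, 20 µM compound, 1% DMSO; Times: compound stimulation 90 min at 25 °C, detection 60 min; Measured by: luminescent beta-gal fragment complementation, chemiluminescent substrate; Read-out: APJ–arrestin association signal; Controls: DMSO vs Apelin-13 10 nM.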
* = called active by the depositor.

(1) COCC(=O)N(Cc1cc2ccc(C)cc2[nH]c1=O)c1ccccc1C
(2) O=C(NCCCN1CCOCC1)c1ccc2c(c1)N(Cc1cccc(Cl)c1)C(=O)c1ccccc1S2=O (centres undefined)
(3) COc1cc(OC)nc(NC(=S)NC(=O)c2ccccc2)n1
(4) O=C(O)CCCNC(=O)C(c1ccccc1)c1ccccc1
(5) N#Cc1ccc(NCC(=O)Nc2ccc(S(=O)(=O)N3CCCCC3)cc2)cc1
(6) CCOC(=O)c1ccccc1NC(=O)c1cccc2c1C(=O)N(C1CCN(C(=O)OCC)CC1)C2
(7) CCN1C(=O)CC(N2CCOCC2)C1=O (centres undefined)
(8) CN(C)S(=O)(=O)N1CCC(Oc2ccc(C(=O)NCc3cnn(C)c3)cc2)CC1

Assay by compound,1,2,3,4,5,6,7,8
UPR XBP1 act,-4,0,0,1,-4,0,-1,-1
Mdm2 MdmX PPI,8,19,12,2,3,-8,17,3
UPR CHOP act,-0.5,0.4,2.7,-0.1,0.0,1.9,0.0,-0.1
APJ antagonist,-4,4,-9,3,-13,8,6,11
tim23-1 inh,8,-29,5,-1,-4,25,-2,3
Jurkat NFkB inh,-3,2,5,9,-4,12,-17,12
697 NFkB inh,17,-5,5,13,-3,3,-37,9
APJ ag,2,-2,2,-3,2,-7,0,-2

(9) CCOC(=O)C1CCN(S(=O)(=O)c2ccc(-c3cc(C(F)(F)F)n(C)n3)s2)CC1
(10) COc1cc(Cn2c(-c3ccc(O)c(OC)c3)nc3ccccc32)ccc1O
(11) O=C(NCc1ccco1)C1Cc2ccccc2CN1S(=O)(=O)c1ccccc1F (centres undefined)
(12) Cn1ncc([N+](=O)[O-])c1C(=O)N1CCCCCC1
(13) CSc1nnc2c(n1)OC(c1ccc(C(=O)O)cc1)N(C(C)=O)c1ccccc1-2 (centres undefined)
(14) Cc1cc(C)c(C(=O)COC(=O)c2nn(C)c(=O)c3ccccc23)cc1C
(15) O=C(Nc1ccc(F)cc1)c1ccc(Br)c(S(=O)(=O)N2CCOCC2)c1
(16) S=C(NCc1ccco1)N1CCN(c2cccc(Cl)c2)CC1

Assay by compound,9,10,11,12,13,14,15,16
UPR XBP1 act,-2,1,-2,1,0,0,1,0
Mdm2 MdmX PPI,11,16,0,15,-20,-18,22,6
UPR CHOP act,0.1,-1.5,1.4,1.0,-2.3,-1.2,0.9,0.6
APJ antagonist,-10,-6,2,15,6,0,-10,1
tim23-1 inh,25,-12,17,-1,6,20,13,41
Jurkat NFkB inh,4,1,5,9,-4,12,-7,9
697 NFkB inh,12,21,-29,30,-15,2,-14,3
APJ ag,0,-3,-2,7,-1,-4,4,-3

(17) COC(=O)c1c(N)n(-c2ccc(NC(C)=O)cc2)c2nc3ccccc3nc12
(18) CCOc1ccccc1NC(=O)N1CCc2ccccc2C1
(19) CC(C)(C)OC(=O)CNC(=O)c1[nH]cnc1C(=O)N[C@@H](Cc1ccccc1)C(=O)OCc1ccccc1
(20) COc1cc(NC(=O)[C@@H]2CCCN2S(=O)(=O)c2cccc3cccnc23)cc(OC)c1OC
(21) Cc1cccc(Cn2c(C(C)O)nc3ccccc32)c1 (centres undefined)
(22) CC(C)CC(NC(=O)OC(C)(C)C)c1cn([C@@H](CCC(=O)OC(C)(C)C)C(=O)N2CCN(C(=O)OC(C)(C)C)CC2)nn1 (some centres undefined)
(23) COc1ccc(CCNC(=O)[C@H](C)NC(=O)N2CCn3c2nc2ccccc23)cc1OC
(24) C/C(=N/NC(=O)c1ccc2c(c1)OCCO2)c1ccc([N+](=O)[O-])cc1

Assay by compound,17,18,19,20,21,22,23,24
UPR XBP1 act,-4,-2,0,2,0,0,-3,-1
Mdm2 MdmX PPI,1,17,9,28,-10,18,-3,32
UPR CHOP act,-1.7,0.9,1.7,-0.9,1.3,-1.4,0.3,3.6
APJ antagonist,-30,9,7,8,-4,14,23,2
tim23-1 inh,12,13,10,5,5,17,-10,-23
Jurkat NFkB inh,0,4,4,-16,-12,25,3,10
697 NFkB inh,-13,11,13,13,4,7,9,6
APJ ag,7,-5,6,10,-6,-5,0,-2

(25) Cc1cccc(-n2ccc(=O)c(C(=O)O)n2)c1
(26) CCC(=O)Nc1nc2c(OC)ccc(C)c2s1
(27) COc1ccc(C(=O)Nc2ccccc2C(=O)O)cc1NC(=O)C(c1ccccc1)c1ccccc1
(28) CCC(Oc1ccccc1)C(=O)N1CCN(C(=O)C(CC)Oc2ccccc2)CC1 (centres undefined)
(29) CCN(CCn1cccn1)Cc1ccccc1OCC(O)CN1CCc2ccccc2C1 (centres undefined)
(30) C#C[C@]1(O)CC[C@H]2[C@@H]3CCc4cc(OC)ccc4[C@H]3CC[C@@]21C
(31) CC1CCC(NC(=O)CN2CCCN(Cc3ccc(F)cc3Cl)C2=O)CC1 (centres undefined)
(32) CCOC(=O)C1(Cc2ccccc2)CCCN(Cc2ccc(OCC)c(CO)c2)C1 (centres undefined)

Assay by compound,25,26,27,28,29,30,31,32
UPR XBP1 act,-3,1,-1,-3,-2,0,-3,-1
Mdm2 MdmX PPI,8,-17,-12,6,-21,2,5,19
UPR CHOP act,0.4,5.2,1.9,-0.8,1.2,7.8,2.8,-1.3
APJ antagonist,5,5,-12,-8,9,11,-26,-2
tim23-1 inh,20,23,26,8,-3,27,32,5
Jurkat NFkB inh,-14,11,-3,2,-10,-36,-11,0
697 NFkB inh,1,16,-6,0,1,-29,-42,0
APJ ag,-3,1,-2,-1,-6,6,-1,-4

Reprinted at random: six entries already listed, in no set order.
(28) CCC(Oc1ccccc1)C(=O)N1CCN(C(=O)C(CC)Oc2ccccc2)CC1 (centres undefined)
(31) CC1CCC(NC(=O)CN2CCCN(Cc3ccc(F)cc3Cl)C2=O)CC1 (centres undefined)
(29) CCN(CCn1cccn1)Cc1ccccc1OCC(O)CN1CCc2ccccc2C1 (centres undefined)
(32) CCOC(=O)C1(Cc2ccccc2)CCCN(Cc2ccc(OCC)c(CO)c2)C1 (centres undefined)
(26) CCC(=O)Nc1nc2c(OC)ccc(C)c2s1
(30) C#C[C@]1(O)CC[C@H]2[C@@H]3CCc4cc(OC)ccc4[C@H]3CC[C@@]21C

Assay by compound,28,31,29,32,26,30
UPR XBP1 act,-3,-3,-2,-1,1,0
Mdm2 MdmX PPI,6,5,-21,19,-17,2
UPR CHOP act,-0.8,2.8,1.2,-1.3,5.2,7.8
APJ antagonist,-8,-26,9,-2,5,11
tim23-1 inh,8,32,-3,5,23,27
Jurkat NFkB inh,2,-11,-10,0,11,-36
697 NFkB inh,0,-42,1,0,16,-29
APJ ag,-1,-1,-6,-4,1,6

The list continues.
(33) CCOc1ccc(N(CC(=O)Nc2cccc(C)c2C)S(=O)(=O)c2c(C)[nH]c(=O)[nH]c2=O)cc1
(34) COc1ccc(C(OC(=O)c2ccco2)C(=O)NC2CCCC2)cc1OC (centres undefined)
(35) Cn1c(COc2ccccc2)nnc1SCCSc1nnc(COc2ccccc2)n1C
(36) CCN(CC)c1ccc(NS(=O)(=O)c2ccc(-c3ccc(=O)[nH]n3)o2)c(C)c1
(37) CCS(=O)(=O)c1ccc(C(=O)NC2CC2)c(Cl)c1Cl
(38) Cc1onc(-c2ccccc2Cl)c1C(=O)Nc1nnc(-c2ccc(Cl)cc2Cl)s1
(39) O=C(CN1CCN(S(=O)(=O)c2ccc(F)cc2)CC1)Nc1ccccc1C(=O)NC1CC1
(40) CC1CCCC(C)N1C(=O)COc1cccc(Oc2ccccc2)c1 (centres undefined)

Assay by compound,33,34,35,36,37,38,39,40
UPR XBP1 act,-2,-3,2,-2,1,-4,-4,3
Mdm2 MdmX PPI,9,2,-2,24,21,-28,-3,-13
UPR CHOP act,1.8,2.1,-0.3,1.5,0.7,1.2,-0.2,1.8
APJ antagonist,-8,14,0,-14,13,-5,-13,3
tim23-1 inh,20,7,17,12,-21,23,6,31
Jurkat NFkB inh,-9,13,-4,7,4,6,7,-8
697 NFkB inh,10,2,-28,-12,7,9,-6,-12
APJ ag,0,-3,-4,14,-2,0,-7,-3

(41) CCN(CC)S(=O)(=O)c1ccc(OCC(=O)NC(=O)c2ccccc2OC)c([N+](=O)[O-])c1
(42) COc1ccc(C(=O)NCCCN2CCOCC2)cc1
(43) CCOC(=O)C1CCN(C(=O)CCNC(=O)c2cc(OC)c(OC)c(OC)c2)CC1
(44) Cc1ccccc1NC(=O)/C(=C\c1cccs1)NC(=O)c1ccccc1
(45) COc1cccc(/C=N/NC(=O)NC23CC4CC(CC(C4)C2)C3)c1O
(46) COC(=O)CN1C(=O)[C@H]2[C@@H](/C=C/c3ccccc3)N3C(=O)CN(Cc4ccc(-c5ccccc5)cc4)C(=O)[C@@]3(C)[C@H]2C1=O
(47) CC1CN(c2ccc([N+](=O)[O-])cc2C(=O)N2CCOCC2)CC(C)N1 (centres undefined)
(48) CCn1c(CC(=O)Nc2ccc(C)cc2)n[nH]c1=S

Assay by compound,41,42,43,44,45,46,47,48
UPR XBP1 act,-4,1,-1,0,8,-4,-1,1
Mdm2 MdmX PPI,17,-39,-16,-9,38,14,-13,-2
UPR CHOP act,0.6,1.5,-0.7,-0.3,0.4,-1.1,1.9,-1.5
APJ antagonist,-122,10,-2,6,4,-2,-15,-13
tim23-1 inh,-13,5,3,12,52*,0,-4,12
Jurkat NFkB inh,6,-20,-18,-6,1,4,6,1
697 NFkB inh,5,-34,-11,-4,5,11,13,-7
APJ ag,22,0,0,-1,-4,-1,-5,-2

Rewritten bar-delimited: two of the compounds above
item | Compound | UPR XBP1 act | Mdm2 MdmX PPI | UPR CHOP act | APJ antagonist | tim23-1 inh | Jurkat NFkB inh | 697 NFkB inh | APJ ag
42 | COc1ccc(C(=O)NCCCN2CCOCC2)cc1 | 1 | -39 | 1.5 | 10 | 5 | -20 | -34 | 0
41 | CCN(CC)S(=O)(=O)c1ccc(OCC(=O)NC(=O)c2ccccc2OC)c([N+](=O)[O-])c1 | -4 | 17 | 0.6 | -122 | -13 | 6 | 5 | 22

Next section:
(49) COc1ccc(OC)c(CNC(=O)CCC(=O)N2Cc3cccc(OC)c3Oc3ncccc32)c1
(50) Cc1ccc(CNC(=O)CCCn2nc(C)n3ccnc3c2=O)cc1
(51) Cc1sc2c(c1C)C(=O)NC(c1cccc(O)c1)N2 (centres undefined)
(52) CCCCNc1ccc(C(=O)Nc2cccc(C)n2)cc1[N+](=O)[O-]
(53) COC(=O)c1ccc(NC(=O)N(c2ccccc2)c2ccccc2)cc1
(54) COc1ccc(N2CCN(C(=O)c3cc(=O)c4cc(C)c(C)cc4o3)CC2)cc1
(55) CCOc1ccccc1NC(=O)CSc1nc2c(c(=O)n1C)SC(C)C2 (centres undefined)

Assay by compound,49,50,51,52,53,54,55
UPR XBP1 act,2,-1,2,0,-2,-4,-1
Mdm2 MdmX PPI,-2,9,-81,-32,13,-17,13
UPR CHOP act,-0.9,-1.2,1.6,2.0,-0.4,1.5,-0.4
APJ antagonist,4,5,-6,9,3,6,-1
tim23-1 inh,-5,14,6,5,10,20,6
Jurkat NFkB inh,12,2,-38,-40,5,18,2
697 NFkB inh,1,1,-23,-42,-12,13,-4
APJ ag,-2,-2,2,0,1,-6,-3

Screening data from PubChem BioAssay.
